Bcl-2 Bim block – disrupts Bim peptide binding to human Bcl-2. P10415. Bead-based flow cytometry, Bim peptide-Bcl-2 binding. inhibition, % at 10 µM. 190,000 tested, 0.06% active; in the data active = inhibition above about 40%; inconclusive = no clear call, values can overlap the other calls;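 note: 0% = no compound wells with probe peptide and 100% = reference peptide inhibitor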
RGS8-Gao reg – human RGS8-Galphao interaction regulation | 220,000 tested, 0.34% active | multiplexed bead flow cytometry, RGS8-Galphao binding; actives lie on both sides | response (percent of control binding), % at 10 µM | P09471; in the data active = response below about 60% or above about 140%; inactive = in between;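 note: Galphao activated as the GDP aluminium fluoride complex binding bead-coupled RGS8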
RGS4-Gao reg – modulates binding of RGS4 to human Galphao | binding response (% of control), % at 10 µM | Multiplexed bead flow cytometry; actives lie on both sides | 220,000 tested, 0.33% active | AID 1415 | P09471; in the data active = binding response below about 49% or above about 150%; inactive = in between;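 note: fluorescent Galphao activated with aluminum fluoride binding bead-coupled RGS4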
Bim-Mcl-1 – disrupts Bim peptide binding to human Mcl-1; Bead-based flow cytometry, Bim peptide-Mcl-1 binding; inhibition, % at 10 µM; 190,000 tested, 0.1% active; Q07820;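 note: 0% = no compound tracer wells and 100% = peptide blocker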
Target sequence (Q07820 whole entry, looked up): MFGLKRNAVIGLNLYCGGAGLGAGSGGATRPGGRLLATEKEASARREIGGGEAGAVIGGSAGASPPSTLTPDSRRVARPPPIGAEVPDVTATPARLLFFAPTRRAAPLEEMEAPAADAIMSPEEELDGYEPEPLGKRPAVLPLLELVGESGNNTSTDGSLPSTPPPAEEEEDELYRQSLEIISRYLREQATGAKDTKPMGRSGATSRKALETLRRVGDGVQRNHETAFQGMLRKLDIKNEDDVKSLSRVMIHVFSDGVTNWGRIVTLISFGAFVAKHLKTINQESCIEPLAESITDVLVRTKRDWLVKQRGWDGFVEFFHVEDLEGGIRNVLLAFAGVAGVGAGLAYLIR
Bcl-W Bim block – disrupts Bim peptide binding to human Bcl-W | AID 952 | Q92843 | bead-based flow cytometry | inhibition, % at 10 µM | 190,000 tested, 0.02% active;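 note: 0% = bound tracer without compound and 100% = peptide blocker; higher means less fluorescent Bim peptide bound to Bcl-W beads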
RGS7-Gao reg – human RGS7-Galphao interaction regulation; P09471; Multiplexed bead flow cytometry, RGS7-Galphao binding; actives lie on both sides; binding response (% of control), % at 10 µM; 220,000 tested, 0.35% active; in the data active = binding response below about 49% or above about 150%; inconclusive = no clear call, values can overlap the other calls; inactive = in between;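 note: fluorescent Galphao held in activated GDP-AlF4 state binding bead-coupled RGS7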
GSH fluor – compound fluoresces at 488/530 nm on GSH beads. GSH beads flow cytometry, compound fluorescence 488/530 nm; stronger effect = higher value. fluorescence (KMESF) at 10 µM. 190,000 tested, 0.25% active; in the data active = fluorescence above about 89;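 note: glutathione beads carrying GST-tagged Bcl family fusion proteins plus one bare bead set; values are compound well signal with DMSO vehicle wells as background; inactives centre near 16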
Bcl-XL Bim block – disrupts Bim peptide binding to human Bcl-XL; inhibition, % at 10 µM; AID 1007; 190,000 tested, 0.04% active; bead flow cytometry, fluorescence
Target sequence (Q07817 whole entry, looked up): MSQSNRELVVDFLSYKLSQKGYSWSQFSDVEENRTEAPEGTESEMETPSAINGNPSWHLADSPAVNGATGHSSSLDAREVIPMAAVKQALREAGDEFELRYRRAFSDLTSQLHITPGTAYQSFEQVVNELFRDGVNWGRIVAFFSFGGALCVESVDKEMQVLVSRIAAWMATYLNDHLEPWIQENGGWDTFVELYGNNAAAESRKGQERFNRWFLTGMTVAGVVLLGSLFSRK
Bim-Bcl-B – human Bim-Bcl-B interaction inhibition | inhibition, % at 10 µM | 190,000 tested, 0.073% active | AID 951 | Q9HD36 | bead-based flow cytometry, Bim peptide-Bcl-B binding;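 note: 0% = tracer peptide without compound and 100% = reference inhibitor peptide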
Target sequence (Q9HD36 whole entry, looked up): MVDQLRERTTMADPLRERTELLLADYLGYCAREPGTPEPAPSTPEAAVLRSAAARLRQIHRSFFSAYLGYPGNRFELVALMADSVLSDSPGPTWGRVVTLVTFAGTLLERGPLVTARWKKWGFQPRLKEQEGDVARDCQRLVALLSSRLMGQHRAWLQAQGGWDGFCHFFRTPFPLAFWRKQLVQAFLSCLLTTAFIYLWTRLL
Mcl1-Bid inh – Mcl-1/Bid interaction inhibition. TR-FRET Mcl-1/Bid-Dy647 peptide binding, 1536-well. inhibition, % at 21.7 µM. 220,000 tested, 0.97% active. AID 1021;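 active = compounds that cut the binding signal by more than half at the single screening dose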;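 note: His-tagged Mcl-1 with europium anti-His antibody binding Bid BH3 peptide; 0% = Mcl-1 plus peptide wells and 100% = peptide-only wells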
Bfl-1 Bim block – disrupts Bim binding to human Bfl-1; Q16548; Bead-based flow cytometry, Bim-Bfl-1 binding inhibition; inhibition, % at 10 µM; 190,000 tested, 0.12% active;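 note: 0% = wells without compound plus tracer and 100% = blocker peptide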
* hit, by the source's call; ? = inconclusive; · = no result given. Cut-off read from the data, not from the text of the source, unless noted: active = inhibition above about 40%.

cpd	Bcl-2 Bim block	RGS8-Gao reg	RGS4-Gao reg	Bim-Mcl-1	Bcl-W Bim block	RGS7-Gao reg	GSH fluor	Bcl-XL Bim block	Bim-Bcl-B	Mcl1-Bid inh	Bfl-1 Bim block	SMILES
1	-9	95	99	-3	-4	100	25	0	-1	2	0	CCN(CC)S(=O)(=O)c1ccc(F)cc1
2	3	103	102	3	2	102	17	1	2	-7	3	COc1ccc2c(c1)O[C@@H](c1cccc(C(F)(F)F)c1)[C@H](OC(=O)N[C@H]1CCCc3ccccc31)C2=O
3	0	104	105	-2	0	104	5	-2	-4	3	5	Cc1occc1C(=O)N/N=C/C1=C(N2CCOCC2)C(=C\c2ccc(Cl)cc2Cl)/CC1
4	-14	100	101	-1	-3	96	9	-5	-9	-5	-11	Cc1cc(C)c2nc(NC(=O)c3cccc(S(=O)(=O)N4CCc5ccccc54)c3)sc2c1
5	-1	106	104	0	4	102	16	0	-4	-21	-8	CC(=O)NCCCc1nc2ccccc2n1Cc1ccc(C)cc1
6	-10	98	100	1	2	95	12	-5	-10	-9	-11	CCC(C(=O)Nc1ccccc1OC)n1c(C(=O)OC)cc2ccsc21 (stereo not drawn)
7	-3	83	91	-3	-4	97	10	-7	-8	-6	0	Cc1ccc(Nc2nnc(SC3CCOC3=O)s2)c(C)c1 (stereo not drawn)
8	-3	101	102	-2	-4	100	10	-8	-11	-2	-6	COc1ccccc1CC(NC(C)=O)C(=O)NC1CCN(C(=O)c2ccc([N+](=O)[O-])cc2)CC1 (stereo not drawn)
9	0	102	104	6	-2	101	21	1	3	-36	-2	CCOc1cc(NC(=S)NCC2CCCO2)c(OCC)cc1NC(=O)c1ccccc1C (stereo not drawn)
10	-3	102	103	0	-2	?	15	-1	-6	-9	-6	CS(=O)(=O)N1CCN(c2ccnc3cc(Cl)ccc23)CC1

Going on with the list:
cpd	Bcl-2 Bim block	RGS8-Gao reg	RGS4-Gao reg	Bim-Mcl-1	Bcl-W Bim block	RGS7-Gao reg	GSH fluor	Bcl-XL Bim block	Bim-Bcl-B	Mcl1-Bid inh	Bfl-1 Bim block	SMILES
11	-2	105	100	-1	1	100	16	0	-1	-14	-5	Cc1cc(NCCN2CCOCC2)c2ccc3ccccc3c2n1
12	-16	101	100	-6	-7	99	29	-11	-12	4	-22	CN(C1CCCCC1)S(=O)(=O)c1ccc(NC(=O)CCC(=O)O)cc1
13	-1	101	98	-2	-2	99	24	-3	-5	-12	-2	COc1ccnc(N2CCN(c3cccc(C(F)(F)F)c3)CC2)c1C#N
14	0	100	99	0	1	100	23	-1	-3	12	-5	C=CCNCCOCCOc1ccccc1-c1ccccc1
15	-12	97	99	-1	0	100	26	-4	-12	2	-7	CC1CCCCN1C(=O)CSc1ccc(-c2ccc(F)cc2)nn1 (stereo not drawn)
16	-2	100	102	-1	0	105	10	2	2	8	0	CN1CCN(Cc2ccc(Sc3ccc(Cl)cc3)c([N+](=O)[O-])c2)CC1
17	-7	99	99	1	-1	100	29	0	-6	-5	-10	COc1ccc(S(=O)(=O)N(C)CC(=O)N2CCN(C)CC2)cc1C
18	2	85	93	3	3	98	8	5	2	-18	0	Cc1ccc(-n2[nH]c(C)c(C=Nc3ccc(S(=O)(=O)N4CCOCC4)cc3)c2=O)c(C)c1
19	-4	102	100	-1	-3	99	23	-1	1	-4	-2	CCCCn1c(=O)n(C)c(=O)c2c(C(F)(F)F)cc(-c3ccncc3)nc21
20	-5	99	98	0	1	100	11	-2	-5	7	-9	O=C(O)c1cccnc1SC1CC(=O)N(CCc2ccccc2)C1=O (stereo not drawn)

Rewritten in markdown: four of the compounds above.
| nr | Molecule | Bcl-2 Bim block | RGS8-Gao reg | RGS4-Gao reg | Bim-Mcl-1 | Bcl-W Bim block | RGS7-Gao reg | GSH fluor | Bcl-XL Bim block | Bim-Bcl-B | Mcl1-Bid inh | Bfl-1 Bim block |
| --- | --- | --- | --- | --- | --- | --- | --- | --- | --- | --- | --- | --- |
| 3 | Cc1occc1C(=O)N/N=C/C1=C(N2CCOCC2)C(=C\c2ccc(Cl)cc2Cl)/CC1 | 0 | 104 | 105 | -2 | 0 | 104 | 5 | -2 | -4 | 3 | 5 |
| 4 | Cc1cc(C)c2nc(NC(=O)c3cccc(S(=O)(=O)N4CCc5ccccc54)c3)sc2c1 | -14 | 100 | 101 | -1 | -3 | 96 | 9 | -5 | -9 | -5 | -11 |
| 5 | CC(=O)NCCCc1nc2ccccc2n1Cc1ccc(C)cc1 | -1 | 106 | 104 | 0 | 4 | 102 | 16 | 0 | -4 | -21 | -8 |
| 6 | CCC(C(=O)Nc1ccccc1OC)n1c(C(=O)OC)cc2ccsc21 (stereo not drawn) | -10 | 98 | 100 | 1 | 2 | 95 | 12 | -5 | -10 | -9 | -11 |

Remaining list, next part:
cpd	Bcl-2 Bim block	RGS8-Gao reg	RGS4-Gao reg	Bim-Mcl-1	Bcl-W Bim block	RGS7-Gao reg	GSH fluor	Bcl-XL Bim block	Bim-Bcl-B	Mcl1-Bid inh	Bfl-1 Bim block	SMILES
21	0	99	99	-3	-2	97	31	0	-2	-25	2	Cc1sc2ncn3cnnc3c2c1C
22	-1	101	105	-2	-3	105	18	-4	-6	60*	0	COc1cc(C2C(C#N)=C(N)Oc3cc(O)ccc32)cc(OC)c1OC (stereo not drawn)
23	0	102	105	-2	-5	106	24	0	3	1	1	CCOc1ccc(/C=N/NC(=O)C(OC)c2ccccc2)cc1 (stereo not drawn)
24	-1	100	98	-2	0	97	25	-1	-6	-35	-10	O=C(NNc1cccc(Cl)n1)Nc1ccc(Cl)cc1
25	1	101	97	1	0	94	15	2	1	-14	-1	CCOC(=O)NCc1ccc(S(=O)(=O)Nc2ccccc2C)cc1
26	-3	100	101	-4	3	106	11	3	-1	-28	-1	COc1ccc(C2C3=C(NCCN=C3c3ccccc3)C(=O)N2c2ccccc2)c(OC)c1 (stereo not drawn)
27	-2	105	103	0	0	103	9	-3	0	-18	-5	O=C1NCCN1Cc1cccc(Cl)c1
28	-3	104	104	0	1	104	25	-2	-8	-3	-10	Cc1ccc(S(=O)(=O)N=C2SCCCS2)cc1
29	-5	102	101	-7	-4	101	10	-6	-14	-42	-1	COC(=O)C1=C(C)NC(=S)N(C(C)=O)C1c1ccc(OC)c(OC)c1 (stereo not drawn)
30	-3	99	101	4	-1	99	28	-4	-2	-33	-13	CC12CCC(C(=O)NCCCN3CCOCC3)(OC1=O)C2(C)C (stereo not drawn)

Continued.
cpd	Bcl-2 Bim block	RGS8-Gao reg	RGS4-Gao reg	Bim-Mcl-1	Bcl-W Bim block	RGS7-Gao reg	GSH fluor	Bcl-XL Bim block	Bim-Bcl-B	Mcl1-Bid inh	Bfl-1 Bim block	SMILES
31	-1	100	104	-3	-5	101	28	-9	-4	-3	0	O=C(Nc1ccnc(-c2cccnc2)n1)c1cccc(Cl)c1Cl
32	1	102	102	-2	0	102	16	-1	0	-7	-3	O=C(CSc1n[nH]c(-c2cccs2)n1)NCc1cccs1
33	-3	93	87	-3	-6	91	64	-4	0	1	0	COC(C(=O)Nc1ccc(F)cc1)c1ccccc1 (stereo not drawn)
34	-9	106	101	-2	1	98	43	-17	-9	16	-9	Cc1ccc(OC(=O)c2ccccc2C(=O)OCC(F)(F)C(F)F)cc1
35	1	97	96	-2	-1	98	12	-5	-9	-4	9	Cc1cc2oc3c(c(=O)c2cc1C)C(c1ccc(C(C)C)cc1)N(CCCN1CCOCC1)C3=O (stereo not drawn)
36	0	102	102	-1	-1	97	23	-3	-3	16	0	CCOC(=O)c1c(NC(=O)CSc2nnc(Cc3ccccc3)o2)sc(C(C)=O)c1C
37	-1	96	96	-2	-1	96	23	-3	0	-23	-1	CC(=O)C1=C(C)Nc2ncnn2C1c1ccccc1Cl (stereo not drawn)
38	-4	·	·	-1	4	·	45	-2	-6	-37	-8	O=C(CN1C(=O)COc2ccccc21)N(CCCN1CCOCC1)CC1CC=CCC1 (stereo not drawn)
39	-1	100	95	4	12	98	22	-1	0	-20	-3	Cc1ccc(/C=c2\sc3nc(-c4cccs4)nn3c2=O)o1
40	-2	100	100	-3	-2	101	15	-5	-13	-25	-1	C/C(=N\NC(=S)NC1CCCCC1)c1ccc(O)cc1

Random excerpt: two entries already listed.
cpd	Bcl-2 Bim block	RGS8-Gao reg	RGS4-Gao reg	Bim-Mcl-1	Bcl-W Bim block	RGS7-Gao reg	GSH fluor	Bcl-XL Bim block	Bim-Bcl-B	Mcl1-Bid inh	Bfl-1 Bim block	SMILES
36	0	102	102	-1	-1	97	23	-3	-3	16	0	CCOC(=O)c1c(NC(=O)CSc2nnc(Cc3ccccc3)o2)sc(C(C)=O)c1C
31	-1	100	104	-3	-5	101	28	-9	-4	-3	0	O=C(Nc1ccnc(-c2cccnc2)n1)c1cccc(Cl)c1Cl

Next results
cpd	Bcl-2 Bim block	RGS8-Gao reg	RGS4-Gao reg	Bim-Mcl-1	Bcl-W Bim block	RGS7-Gao reg	GSH fluor	Bcl-XL Bim block	Bim-Bcl-B	Mcl1-Bid inh	Bfl-1 Bim block	SMILES
41	-2	99	105	-2	-4	?	12	0	4	-74	-3	Cc1cc(C)n2nc(SCC(=O)c3cc(C)n(CC4CCCO4)c3C)nc2n1 (stereo not drawn)
42	-12	98	98	-3	-2	102	31	-10	-12	1	-16	Cn1c(=O)c2cc(NCc3ccccc3)nnc2n(C)c1=O
43	-5	100	99	-2	-1	96	12	-3	-1	-1	-3	Nc1nnc(SCc2coc(-c3ccc(Cl)cc3)n2)s1
44	-6	99	100	-5	0	100	10	0	-1	-14	-1	CCOC(=O)c1ccc2c(c1)N(CC(=O)N1CCCC1)C(=O)C(C)(C)O2
45	0	96	95	0	0	96	13	-4	0	-16	0	O=C(CCCCn1c(=O)[nH]c2ccccc2c1=O)NCCC1=CCCCC1
46	3	98	99	0	0	94	7	0	1	-20	0	COCCNC(=O)Cn1nc(C)c2ccccc2c1=O
47	-2	131	99	-3	-2	101	17	-4	-2	-32	3	COc1ccccc1-n1cnnc1SCC(=O)Nc1cc(C)on1
